Screens deposited in PubChem BioAssay by Sanford-Burnham Center for Chemical Genomics.
Scp1 inh: inhibitors of human Scp-1 phosphatase. inhibition, % at 20 µM. Recombinant Scp1, phosphopeptide, malachite green phosphate absorbance. Q9GZU7. 340,000 compounds, 0.88% hits. AID 493091;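 active means inhibition above about 50% at 20 µM, limit read from the data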;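 further: plate controls were DMSO wells with enzyme for no effect and wells lacking enzyme for full effect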
Target sequence (Q9GZU7 76-261 limits assumed): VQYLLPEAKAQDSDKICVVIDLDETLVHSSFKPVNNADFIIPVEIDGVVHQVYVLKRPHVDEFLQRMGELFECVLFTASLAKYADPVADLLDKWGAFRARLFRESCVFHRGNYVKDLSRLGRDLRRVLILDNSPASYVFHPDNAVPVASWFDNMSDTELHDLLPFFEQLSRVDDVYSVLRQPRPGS
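Test system: SCP-1 phosphatase catalytic domain, residues 76-261; measured by: colorimetric phosphate reagent with accelerator and stabiliser, absorbance at 630 nm; timing: enzyme reaction 45 min at room temperature, colour 5 min, stabilisation 30 min; also added: Phosphorylated 17-residue peptide substrate; compound dosing: one concentration, 20 µM, with 1.0% DMSO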
NadD block: blocks S. aureus nicotinate mononucleotide adenylyltransferase. purified NadD enzyme, colorimetric absorbance read-out. inhibition, % at 20 µM. 360,000 compounds, 0.78% hits. AID 602399; in the data active means inhibition above about 26%; further: some compounds past the cut are filed as inactive
DNMT1 block: DNMT1 (human) enzyme inhibition; inhibition (reported as % activation of signal), % at 10 µM; DNMT1 molecular beacon, Hinp1I cleavage, fluorescence; 360,000 compounds, 0.83% hits; P26358; in the data active means inhibition above about 50%
CendR NRP1 mod: modulators of CendR peptide binding to human neuropilin-1; FAM-RPARPAR peptide binding to NRP-1, fluorescence polarization; AID 602438; 360,000 compounds, 0.85% hits; inhibition, % at 25 µM; O14786;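 active means inhibition or corrected inhibition above about 18%, plus a signal ratio from 0.5 to 1.5, limit read from the data, passing the limit was not always enough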; further: strong numbers were not always called active
LMPTP inh: blocks human LMPTP phosphatase; recombinant LMPTP-A, OMFP fluorogenic substrate, fluorescence intensity; AID 651560; P24666; inhibition, % at 20 µM; 360,000 compounds, 0.22% hits;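 active means compounds that cut the enzyme signal by at least half of the control window in the single-dose screen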;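 further: plate controls were DMSO wells with enzyme plus substrate for no effect and substrate without enzyme for full effect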
Target sequence (P24666 whole entry, looked up): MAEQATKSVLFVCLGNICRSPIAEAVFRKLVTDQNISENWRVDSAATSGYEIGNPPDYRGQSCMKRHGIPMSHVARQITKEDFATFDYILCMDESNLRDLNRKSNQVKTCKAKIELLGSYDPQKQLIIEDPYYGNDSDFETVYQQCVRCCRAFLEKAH
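Test system – LMPTP-A enzyme · Amount – LMPTP-A at 0.625 nM final in the reaction · Buffer or medium – Bis-Tris pH 6.0, DTT, detergent · Reagent – OMFP 400 µM · Doses – single 20 µM dose · Schedule – reaction 50 min, room temperature, dark · Detection – fluorescence intensity of OMFP turnover product · Evaluation – percent inhibition versus substrate-only and uninhibited controls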
SKN-1 inh: C. elegans SKN-1 inhibition | C. elegans VP596 Pgst-4::GFP/RFP ratio, acrylamide-induced, 24 h | inhibition, % at 21.8 µM | 360,000 compounds, 0.49% hits | AID 624304;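 active means interference check ratio from 0.5 to 1.5 plus GFP to RFP signal ratio inhibition reaching or exceeding a fixed threshold, cut at about 30% in these data, passing the limit was not always enough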; further: some compounds called inactive have numbers as strong as hits
SUMO1-SIM PPI: modulators of human SUMO1-mediated protein-protein interactions | SUMO1 binding to a labelled peptide, TR-FRET, 1 h | 360,000 compounds, 0.33% hits | inhibition, % at 20 µM | AID 602429 | P63165; in the data active means inhibition above about 37%
Target sequence (P63165 whole entry, looked up): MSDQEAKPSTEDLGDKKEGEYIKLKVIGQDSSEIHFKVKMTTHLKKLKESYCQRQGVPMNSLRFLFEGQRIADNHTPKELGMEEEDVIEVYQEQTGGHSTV
STEP inh: STEP (human) phosphatase inhibition. 360,000 compounds, 0.25% hits. recombinant STEP, OMFP fluorogenic substrate, fluorescence. P54829. inhibition, % at 20 µM;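 active means inhibition at 20 µM, scaled per plate between control wells, above about 37%, limit read from the data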;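 further: 0% = DMSO with enzyme and substrate and 100% = substrate only without enzyme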
Target sequence (P54829 whole entry, looked up): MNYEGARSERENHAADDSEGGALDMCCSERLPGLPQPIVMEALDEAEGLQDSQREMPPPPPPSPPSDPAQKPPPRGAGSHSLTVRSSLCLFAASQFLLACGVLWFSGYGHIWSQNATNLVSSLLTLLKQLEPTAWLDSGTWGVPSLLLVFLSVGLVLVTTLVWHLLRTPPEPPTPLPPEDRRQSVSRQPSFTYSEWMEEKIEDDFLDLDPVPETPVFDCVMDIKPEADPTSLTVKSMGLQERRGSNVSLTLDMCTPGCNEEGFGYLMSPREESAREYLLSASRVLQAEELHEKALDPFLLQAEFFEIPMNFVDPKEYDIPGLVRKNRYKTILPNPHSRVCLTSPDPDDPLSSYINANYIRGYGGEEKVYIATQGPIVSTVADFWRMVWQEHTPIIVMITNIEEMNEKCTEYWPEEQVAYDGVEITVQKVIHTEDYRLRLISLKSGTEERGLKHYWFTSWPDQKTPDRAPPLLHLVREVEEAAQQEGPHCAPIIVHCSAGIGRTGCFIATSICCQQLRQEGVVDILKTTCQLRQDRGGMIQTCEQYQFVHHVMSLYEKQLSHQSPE
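Material: STEP (striatal-enriched tyrosine phosphatase) enzyme, cell-free; Compound dosing: 20 µM single dose in 1% DMSO; Technique: fluorescence read at 480 nm ex / 540 nm em; Times: reaction 20 min, ambient temperature; Medium: 50 mM Bis-Tris pH 6.0 with 2.5 mM DTT and 0.005% Tween 20; Also added: OMFP at 25 µM.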
MT1-MMP act inh: inhibitors of human MT1-MMP activation; P50281; HT1080 RFP-PRO-GFP cells, GFP/RFP ratio fluorescence, overnight; percent of plate control window, DMSO zero; GFP/RFP ratio change, % at 20 µM; 360,000 compounds, 0.061% hits; AID 651647;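 active means GFP/RFP ratio change of at least 30% with cell ATP level not reduced by more than half and red fluorescence within 50% of control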; further: strong numbers were not always called active
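Read-out: GFP/RFP fluorescence ratio; Test system: RFP-PRO-GFP reporter HT1080 cells; Compound dosing: single-point 20 µM compound, 1% DMSO; Times: overnight compound exposure at 37 °C.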
Rpn11 inh: inhibitors of human proteasome Rpn11. O00487. human 26S proteasome, Ub4-pepOG fluorescence polarization; 20S core pre-blocked with epoxomicin. calls only at 20 µM. 360,000 compounds, 0.59% hits;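 active means inhibition at 20 µM, scaled to each plate's controls, above about 33%, limit read from the data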
* marks the source's active call; other numbers are inactive results; i = inactive; x = not tested or not shown.

SMILES	Scp1 inh	NadD block	DNMT1 block	CendR NRP1 mod	LMPTP inh	SKN-1 inh	SUMO1-SIM PPI	STEP inh	MT1-MMP act inh	Rpn11 inh
CC1=C(C(=O)N2CCOCC2)C(c2ccsc2)C2=C(CCCC2=O)N1 (stereo not given)	9	-2	-4	0	-0.6	0	-4	2	3	i
CCC(C)(C)NC(=O)c1sccc1Oc1ccc(F)cc1[N+](=O)[O-]	-5	-3	7	9	0.1	17	-14	3	0	i
CN(C(=O)c1ccc(S(=O)(=O)NC2CCCC2)cc1)C1CCCCC1	-4	-1	0	8	0.1	11	3	0	8	i
CCCc1ccc(OCCNC(C)=O)cc1	-4	-1	2	3	-1.1	9	0	-2	2	i
Cc1c(C(=O)O)oc2c1/C(=N\O)CC(C)(C)C2	-2	-5	7	4	-1.6	7	-2	2	-3	i
c1ccc(Cn2c(-c3ccccc3)c[n+]3c2SCCC3)cc1	-1	0	2	4	-1.1	9	-3	0	-3	i
C=CCn1c(SCc2csc(-c3ccc(C)cc3)n2)nnc1-c1ccccc1OC	7	6	-2	4	0.9	-4	-5	1	2	i
COc1ccc(S(=O)(=O)N2CCOC23CCN(S(=O)(=O)c2ccc(F)cc2C)CC3)cc1	-7	-8	-1	7	0.4	-13	3	1	x	i
COc1ccc2oc(C(=O)N3CCN(C(=O)c4ccco4)CC3)c(C)c2c1	-8	1	-2	14	-0.3	0	0	-1	-3	i
O=C(NCc1ccc2c(c1)OCO2)C1CCN(c2ccc(S(=O)(=O)N3CCCC3)cc2)CC1	-8	-1	-4	1	0.9	6	0	1	-9	i
COc1ccc(NC(=O)CSc2nnc3c4c(nc(-c5ccccc5)n23)CC(C)(C)OC4)cc1	0	-4	-4	2	0.7	4	1	-2	8	i
O=S1(=O)CC=C(CSc2nc3ccccc3[nH]2)C1	-2	-2	2	0	-1.2	-1	3	-6	-2	i
COc1ccc2[nH]c3c(c2c1)CCN1C(=O)C(CC(=O)NC(C)(C)C)C[C@H](C(=O)N(C(C)C)C(C)C)[C@@]31C (stereo not given in full)	1	3	4	-4	-0.4	-12	6	-3	3	i
O=C1Nc2ccccc2O/C1=C\c1ccccc1Br	-13	-6	3	-24	-0.4	-5	-5	0	-4	i
Cc1ccnc(N2C(=O)c3ccc([N+](=O)[O-])cc3C2=O)c1	x	-5	0	-18	-1.4	8	-25	-3	-1	i
CC(=O)Nc1ccc(S(=O)(=O)NCCC(=O)NNC(=O)c2ccncc2)cc1	-3	-5	2	-4	0.8	15	5	1	2	i
COc1cccc(NC(=O)N2CCCC2C(=O)NCc2ccco2)c1 (stereo not given)	-1	0	0	2	-0.4	-13	2	0	2	i
O=C(NCCCN1CCCC1)Nc1ccccc1[N+](=O)[O-]	-9	-5	2	4	-3.5	26	-39	-2	-1	i
c1ccc(CNc2ccc(N3CCOCC3)cc2)cc1	-9	0	-6	-3	0.8	20	-4	4	10	i
c1ccc(CNn2c(N3CCOCC3)nc3ccccc32)cc1	-2	-3	-1	-1	-1.0	1	-6	-7	1	i

An excerpt of the results above, for reference:
SMILES	Scp1 inh	NadD block	DNMT1 block	CendR NRP1 mod	LMPTP inh	SKN-1 inh	SUMO1-SIM PPI	STEP inh	MT1-MMP act inh	Rpn11 inh
c1ccc(CNc2ccc(N3CCOCC3)cc2)cc1	-9	0	-6	-3	0.8	20	-4	4	10	i
c1ccc(CNn2c(N3CCOCC3)nc3ccccc32)cc1	-2	-3	-1	-1	-1.0	1	-6	-7	1	i

(listing goes on)
SMILES	Scp1 inh	NadD block	DNMT1 block	CendR NRP1 mod	LMPTP inh	SKN-1 inh	SUMO1-SIM PPI	STEP inh	MT1-MMP act inh	Rpn11 inh
COc1ccc2[nH]c3c(c2c1)CCN1C(=O)C(CC(=O)NCCN2CCOCC2)C[C@H](C(=O)N(C(C)C)C(C)C)[C@@]31C (stereo not given in full)	7	-5	-4	-34	-8.6	-3	0	1	2	i
CCCn1nc(C(=O)NC2CC2)c2ccccc2c1=O	-7	5	5	0	-1.8	4	-4	3	-1	i
COc1ccc(NC(=O)Nc2ccccc2C(=O)N2CCCC2)cc1	-5	-5	4	-10	0.1	0	-1	2	-1	i
CC(C)(C)n1nnnc1C(c1ccncc1)N1CCN(C2CCCCC2)CC1 (stereo not given)	-5	-4	0	13	-0.6	4	1	0	2	i
COC(C[C@H]1O[C@H]1[C@H](O)COCc1ccccc1)OC	-5	-3	13	12	-0.7	-2	-4	1	8	i
CC(=O)N1c2ccc(S(=O)(=O)NCC3CCC(C(=O)Nc4cccc(C)n4)CC3)cc2CC1C (stereo not given)	5	7	-1	-2	-1.0	7	5	0	1	i
O=C(CSc1nnc(-c2ccco2)n1Cc1ccco1)NCc1ccccc1	8	-4	4	-9	-0.8	-34	-1	-1	0	i
COc1ccc(S(=O)(=O)N2CCC(C(=O)NCC3CCCO3)CC2)cc1C (stereo not given)	-3	2	-4	-1	-0.1	12	-3	-2	-3	i
CC(=O)c1cccc(NS(=O)(=O)c2ccc(-c3cc(C)no3)s2)c1	-11	-20	1	-4	-1.1	-2	-7	0	-2	i
CCOc1ccc(-n2cccc2C=O)cc1	-4	-2	-2	-14	-1.6	12	-4	-1	-1	i
CCC(C)N(C(=O)CSc1nncn1C)C1CCS(=O)(=O)C1 (stereo not given)	-7	3	-1	3	-1.1	19	0	-4	-1	i
CCOC(=O)N1N=C(c2ccc(C)cc2)CC1(O)C(F)(F)F (stereo not given)	-11	1	17	-7	-0.9	-5	-3	0	1	i
NC(=O)CN1CCN(c2cccc(Cl)c2)CC1	-1	-2	-2	-1	0.5	-3	2	2	8	i
Cc1ccc(-n2c(Cc3ccccc3)nnc2SCC(=O)NNC(=O)Cc2ccccc2)cc1	-1	0	1	-7	0.4	-11	2	1	5	i
COc1ccc2ccccc2c1-c1sc(Nc2ccccc2)n[n+]1-c1ccc(F)cc1	18	14	4	3	22	-4	-25	4	-6	i
CC(=O)c1ccc(N2CCN(C(=O)c3ccc(S(=O)(=O)NCc4ccco4)cc3)CC2)cc1	1	2	-1	7	0.4	23	4	-1	6	i
COc1ccc(S(=O)(=O)N2CCOC2CNC(=O)C(=O)NCc2ccncc2)cc1C (stereo not given)	0	-1	0	9	-0.5	-10	4	-4	-2	i
CC(C)Cc1csc(NC(=O)c2ccc(F)cc2)c1C(=O)O	-10	-2	8	2	-1.3	2	3	-1	5	i
CCC(C)NC(=O)CNC(=S)N(Cc1ccccc1F)C1CCCCC1 (stereo not given)	-5	-1	5	-6	0.0	-13	5	4	-3	i
CCn1ncc(-c2csc(N)n2)c1C	-14	-2	-7	-5	-0.6	4	-2	-4	4	i
Cc1cccc(S(=O)(=O)c2c(N)n(/N=C/c3ccccc3)c3nc4ccccc4nc23)c1	3	1	2	8	2.5	2	-2	1	-4	i
CCOc1ccc(NC(=O)Cc2ccc(S(=O)(=O)N3CCOCC3)s2)cc1OCC	2	-11	-7	3	-0.3	-7	-10	0	-3	i
CCN(CC)CC(C)CNC(=O)CN1C(=O)CSc2ccc(S(=O)(=O)N3CCOCC3)cc21 (stereo not given)	1	0	-3	13	-2.4	-3	4	-1	5	i
COC(=O)c1ccc(CN(c2ccccn2)S(=O)(=O)c2ccccc2)cc1	6	-3	2	-4	0.3	-6	2	0	7	i
CCOC(=O)C1=NN(c2ccc(Cl)cc2)C(=O)C1	6	-6	6	-2	0.0	13	4	-4	0	i
C/C=C/C(=O)N1CC2(CC(c3cccc(NC(=O)COc4ccc(Cl)cc4)c3)=NO2)C[C@@H]1C(N)=O (stereo not given in full)	0	3	1	20	-1.1	14	-2	0	7	i
CCN(CC)S(=O)(=O)c1cccc(NC(=O)c2ccc(S(=O)(=O)N3CCCC3)cc2)c1	2	3	-6	15	1.8	5	-1	1	11	i
O=C(NNC(=O)c1ccccc1OCc1ccc(F)cc1)c1ccncc1	-6	4	-1	7	0.4	6	0	-3	-3	i
COc1ccc(OC)c(NC(=O)C(C)SCc2nc3sc(C)c(C)c3c(=O)[nH]2)c1 (stereo not given)	5	9	6	-4	-6.9	-7	-13	2	2	i
COc1ccccc1Nc1cc(C(=O)NCCCN2CCOCC2)c2ccccc2n1	-12	-3	-14	1	-0.2	-12	-3	1	1	i
O=c1cc(C(F)(F)F)nc(-c2ccccc2OC(F)(F)F)[nH]1	-7	1	2	3	-2.1	-11	1	-1	2	i
COc1cc(C2/C(=C(\O)c3ccc4c(c3)CC(C)O4)C(=O)C(=O)N2CCCn2ccnc2)ccc1O (stereo not given)	-9	2	-3	-4	-0.8	4	-5	5	-5	i
Cc1cc2nc(SCCOC(=O)Nc3ccc(Cl)cc3)nc(C)c2cc1C	6	1	-6	0	3.7	3	-1	8	6	i
CC1=C(C(=O)N2CCOCC2)CC(CC(=O)NCCCN(C)C)C(=O)N1Cc1ccc(C(C)(C)C)cc1 (stereo not given)	x	2	3	5	-2.5	3	0	-3	3	i
COc1ccccc1C(c1nnnn1Cc1ccccc1)N1CCN(C2CCCC2)CC1 (stereo not given)	0	2	-2	-4	-2.9	16	0	-3	-4	i
Nc1ccc2nc(-c3ccccc3)sc2c1	-7	-7	-12	-6	1.3	82*	-3	-1	-6	i
C=CCn1c(SCc2ccc(C(=O)O)cc2)nc2sc(C)c(C)c2c1=O	-13	5	-2	-16	1.7	6	7	2	-5	i
Cc1cc(=O)oc2cc(NC(=S)NCc3ccccn3)ccc12	-6	2	-3	2	0.2	-12	-5	-2	4	i
COc1ccccc1/C=C(\C#N)C(=O)c1cccn1C	-14	-13	2	6	-1.4	-12	-7	4	4	i
Cc1cc(Oc2ccc(C)c(Cl)c2)nc(SCC(=O)c2ccccc2)n1	2	3	7	-4	2.8	-9	0	1	-13	i
O=C(NCCCN1CCOCC1)C(=O)NCc1ccccc1	-4	-1	3	7	0.0	-4	3	-2	1	i
Cc1cc(N=Cc2c(O)ccc3ccccc23)no1	-11	-10	-13	-22	-1.8	10	-4	0	-2	i

Compound profiles, from the list above. Order of screens: Scp1 inh | NadD block | DNMT1 block | CendR NRP1 mod | LMPTP inh | SKN-1 inh | SUMO1-SIM PPI | STEP inh | MT1-MMP act inh | Rpn11 inh
COc1ccccc1C(c1nnnn1Cc1ccccc1)N1CCN(C2CCCC2)CC1 (stereo not given) is listed as 0 | 2 | -2 | -4 | -2.9 | 16 | 0 | -3 | -4 | i
Cc1cccc(S(=O)(=O)c2c(N)n(/N=C/c3ccccc3)c3nc4ccccc4nc23)c1 is listed as 3 | 1 | 2 | 8 | 2.5 | 2 | -2 | 1 | -4 | i
C/C=C/C(=O)N1CC2(CC(c3cccc(NC(=O)COc4ccc(Cl)cc4)c3)=NO2)C[C@@H]1C(N)=O (stereo not given in full) is listed as 0 | 3 | 1 | 20 | -1.1 | 14 | -2 | 0 | 7 | i
